Bioassay records deposited in PubChem by several laboratories.
Measles CPE = protection of cells from measles virus. Measles virus-infected cells, CPE protection, absorbance. protection (pct of control), % at 4 µM. hit rate 1.5% among 140,000; in the data active means protection mostly above about 24%, no sharp cut-off; inactive means mostly below about 26%; further: some compounds called inactive have numbers as strong as hits
NPY Y2 blocker = NPY-Y2 (human) receptor antagonism. NPY-Y2 expressing cells, antagonist mode. hit rate 0.99% among 140,000. inhibition, % at 2.7 µM; in the data active means inhibition above about 17%;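 further: 0% = vehicle with agonist challenge and 100% = reference antagonist with challenge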
Target sequence (P49146 whole entry, looked up): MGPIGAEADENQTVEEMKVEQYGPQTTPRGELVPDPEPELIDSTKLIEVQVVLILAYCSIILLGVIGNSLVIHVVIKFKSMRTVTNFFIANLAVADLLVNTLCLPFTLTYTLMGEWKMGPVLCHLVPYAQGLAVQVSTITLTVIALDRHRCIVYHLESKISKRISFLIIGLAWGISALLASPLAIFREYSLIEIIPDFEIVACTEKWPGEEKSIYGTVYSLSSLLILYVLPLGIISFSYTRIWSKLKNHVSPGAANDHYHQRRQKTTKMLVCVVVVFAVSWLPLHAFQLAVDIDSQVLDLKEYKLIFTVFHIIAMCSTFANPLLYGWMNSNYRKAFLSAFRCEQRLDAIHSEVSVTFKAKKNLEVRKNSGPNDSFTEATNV
MRP-1 activ = activators of MRP-1. H69AR cells + doxorubicin, viability rescue, CellTiter-Glo. viability increase, % at 10 µM. hit rate 0.61% among 140,000. AID 799;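 active means viability gain under doxorubicin at or above a set limit, the compound median plus 3 SD, cut at about 4.7% in these data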;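 further: MRP-1 overexpressing cells given doxorubicin 25 µM after compound pretreatment; 18-22 h compound pretreatment then 72 h with doxorubicin before readout; 0% = doxorubicin-only wells and 100% = vehicle-treated cells without doxorubicin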
Yeast lifespan up = yeast lifespan extension; S. cerevisiae growth with nicotinamide, OD615; deaD strain in restrictive glucose medium; inhibition of the nicotinamide effect, % at 10 µM; hit rate 0.68% among 130,000; AID 775;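 active means inhibition above a set limit, placed 3 SD over the median of all compounds, cut at about 26% in these data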;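 further: 0% = nicotinamide-treated wells and 100% = cells grown without nicotinamide; some compounds called inactive have numbers as strong as hits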
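Test system: DeaD-strain S. cerevisiae / Buffer or medium: restrictive glucose medium / Also added: nicotinamide 1.5 mM / Doses: one concentration, 10 µM, DMSO 0.25% / Schedule: 48 h at 30 °C / Signal: OD615 measurement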
GALR2 antag = blocks the human galanin receptor 2. hit rate 0.39% among 140,000. GALR2-expressing cells, antagonist mode. O43603. inhibition, % at 4 µM; in the data active means inhibition above about 27%;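 further: cells stimulated with galanin 1-16 at roughly its EC80; 0% = agonist challenge control and 100% = basal control without agonist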
Target sequence (O43603 whole entry, looked up): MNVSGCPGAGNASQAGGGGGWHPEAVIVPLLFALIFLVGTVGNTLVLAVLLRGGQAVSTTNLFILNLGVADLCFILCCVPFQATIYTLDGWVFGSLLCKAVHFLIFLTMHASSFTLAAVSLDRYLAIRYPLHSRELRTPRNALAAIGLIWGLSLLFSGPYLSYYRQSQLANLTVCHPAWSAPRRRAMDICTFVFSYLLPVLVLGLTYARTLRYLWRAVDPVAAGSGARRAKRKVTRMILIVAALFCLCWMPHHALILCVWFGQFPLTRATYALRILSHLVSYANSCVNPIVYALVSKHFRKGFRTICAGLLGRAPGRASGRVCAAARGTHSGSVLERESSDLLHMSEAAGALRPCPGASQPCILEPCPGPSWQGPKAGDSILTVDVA
Phagocytosis inh = blocks phagocytosis by macrophages | J774A.1 macrophage IgG-bead phagocytosis, imaging | inhibition, % at 5 µM | hit rate 0.07% among 110,000 | AID 1029;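 active means inhibition above the mean of the plate negative controls plus 5 SD, cut at about 13% in these data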;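 further: phagocytic index as fraction of beads internalized from green versus red external bead signal; plate controls were DMSO negative control for no effect and cytochalasin-D positive control for full effect; some results beyond the cut were filed as inactive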
Yeast growth inh = reduces growth of yeast BB579 in restrictive medium. S. cerevisiae BB579 growth, OD615, 48 h. inhibition, % at 10 µM. hit rate 0.51% among 140,000. AID 804;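 active means inhibition above a set limit, 3 SD over the mean compound inhibition, cut at about 44% in these data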; further: inactives centre near -24
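Material: Saccharomyces cerevisiae DeaD strain BB579, replicative lifespan model yeast; buffer or medium: CSMM-D restrictive synthetic medium containing dextrose (glucose); compound: 10 µM single dose, DMSO 0.25%; timing: 48 h compound exposure at 30 °C after 4 h preincubation; signal: turbidity as optical density at 615 nm; benchmarks: positive control amphotericin B 10 µg/mL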
E-sel TNF inh = TNF alpha driven E-selectin expression inhibition; inhibition, % at 2 µM; HUVEC TNFa-induced E-selectin immunofluorescence, high content; hit rate 0.71% among 120,000;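 active means inhibition above the batch mean plus 3 SD, and confirmed as a hit on visual image review, cut at about 43% in these data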;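 further: 0% = TNF-stimulated DMSO wells and 100% = unstimulated control wells; not every result past the cut was called active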
HCT116 PTEN-null = PTEN-deleted cell growth suppression | viability, % at 10 µM | hit rate 1.2% among 140,000 | AID 827 | HCT116 PTEN-null viability, CellTiter-Glo, 60 h; hits give low values;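 active means viability at or below a set limit, 4 SD under the median of all tested compounds, cut at about 3.7% in these data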;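 further: PTEN knockout HCT116 line with beta catenin targeted HCT116 as companion control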
HCT116 bCat-KO = beta-catenin-lacking colon tumor cell growth suppression; HCT116 beta-catenin knockout viability, CellTiter-Glo, 60 h; hits give low values; AID 818; hit rate 1.5% among 140,000; viability, % at 10 µM;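 active means viability at or under a set limit, the compound median less 4 SD, cut at about 6% in these data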;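 further: 0% = Hyamine 1622 control at 20 µM and 100% = untreated cell control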
Numbers without * were called inactive; x = not tested or not shown.

SMILES	Measles CPE	NPY Y2 blocker	MRP-1 activ	Yeast lifespan up	GALR2 antag	Phagocytosis inh	Yeast growth inh	E-sel TNF inh	HCT116 PTEN-null	HCT116 bCat-KO
O=C(OCCN1CCCC1)C1(c2ccccc2)CCCC1	x	3	-1.8	-6	7	-4	-33	4	86	97
COC(=O)c1nnn(CC(=O)NC(=O)Nc2ccc(F)cc2)c1C(=O)OC	5	2	-1.3	3	-5	-5	-14	-11	98	99
Cc1ccc(-c2csc3ncnc(SCC(=O)Nc4nnc(C)s4)c23)cc1	2	5	-1.1	-11	-2	0	-82	-7	102	86
CN(Cc1ccccc1)S(=O)(=O)c1ccc(Cl)nc1	4	0	-0.9	-10	3	x	-2	-12	98	94
O=C1C2CC=C(Cl)CC2C(=O)N1CCc1c[nH]c2ccccc12 (centres undefined)	5	8	-5.7	-10	15	0	-27	x	81	76
Cc1nc(=O)c(-c2ccccc2)c(C)n1-c1ccc(O)cc1	13	1	5.3*	-5	-13	x	-58	19	103	80
CCN(CC)N=Nc1[nH]nc2nc(C)cc(C)c12	4	3	-3.4	-25	5	-2	78*	-6	82	78
CCOC(=O)c1c(C)c(C(=O)N2CCN(C(=O)c3ccco3)CC2)c(C)n1C	14	2	-2.8	-26	2	x	1	x	108	90
O=C1C=C(NCc2ccc(Cl)cc2)CCC1	18	2	-2.3	-6	-11	-8	-49	-10	82	86
Oc1oc(-c2ccco2)nc1C=Nc1cccc(Cl)c1	10	4	-0.7	-13	2	0	4	-26	99	97

Shown in markdown: 7 of the compounds above
| Compound | Measles CPE | NPY Y2 blocker | MRP-1 activ | Yeast lifespan up | GALR2 antag | Phagocytosis inh | Yeast growth inh | E-sel TNF inh | HCT116 PTEN-null | HCT116 bCat-KO |
| --- | --- | --- | --- | --- | --- | --- | --- | --- | --- | --- |
| COC(=O)c1nnn(CC(=O)NC(=O)Nc2ccc(F)cc2)c1C(=O)OC | 5 | 2 | -1.3 | 3 | -5 | -5 | -14 | -11 | 98 | 99 |
| Cc1ccc(-c2csc3ncnc(SCC(=O)Nc4nnc(C)s4)c23)cc1 | 2 | 5 | -1.1 | -11 | -2 | 0 | -82 | -7 | 102 | 86 |
| CN(Cc1ccccc1)S(=O)(=O)c1ccc(Cl)nc1 | 4 | 0 | -0.9 | -10 | 3 | x | -2 | -12 | 98 | 94 |
| O=C1C2CC=C(Cl)CC2C(=O)N1CCc1c[nH]c2ccccc12 (centres undefined) | 5 | 8 | -5.7 | -10 | 15 | 0 | -27 | x | 81 | 76 |
| Cc1nc(=O)c(-c2ccccc2)c(C)n1-c1ccc(O)cc1 | 13 | 1 | 5.3* | -5 | -13 | x | -58 | 19 | 103 | 80 |
| CCN(CC)N=Nc1[nH]nc2nc(C)cc(C)c12 | 4 | 3 | -3.4 | -25 | 5 | -2 | 78* | -6 | 82 | 78 |
| CCOC(=O)c1c(C)c(C(=O)N2CCN(C(=O)c3ccco3)CC2)c(C)n1C | 14 | 2 | -2.8 | -26 | 2 | x | 1 | x | 108 | 90 |

Going on with the list:
SMILES	Measles CPE	NPY Y2 blocker	MRP-1 activ	Yeast lifespan up	GALR2 antag	Phagocytosis inh	Yeast growth inh	E-sel TNF inh	HCT116 PTEN-null	HCT116 bCat-KO
COc1ccccc1-n1cnc2cc(NS(=O)(=O)c3ccccc3)ccc21	3	4	-1.9	-22	12	3	-19	-12	63	76
Cc1cccc2cc(C(c3nnnn3CC3CCCO3)N3CCOCC3)c(=O)[nH]c12 (centres undefined)	9	0	-0.8	-6	7	-1	-30	1	105	103
CCOc1ccc(CCNc2cc(C)nc3ncnn23)cc1OCC	5	0	-1.1	4	7	x	-27	-9	88	98
CCCSc1nnc(Cc2cc(=O)[nH]c(=O)[nH]2)n1-c1cc(C)ccc1C	8	-1	-2.1	-1	-1	0	-27	-21	94	91
Fc1ccc(CN2CCCCCCC2)cc1	13	1	-0.6	-5	-8	2	-24	-5	106	94
CCOC(=O)CSc1nncc2ccc(OC)c(OC)c12	19	2	0.5	-9	6	-2	-30	x	112	112
CCCCn1c(SCC(=O)N2CCC(C)CC2)nc2cc(S(N)(=O)=O)ccc21	5	1	-1.2	-9	-3	0	-18	x	73	88
Cc1ccc(C)c(S(=O)(=O)NCc2ccc(C(=O)N3CCCCCC3)cc2)c1	7	0	-1.7	3	-9	1	-3	x	90	95
CCCCOC(=O)Nc1nccs1	11	-1	-1.8	-3	4	x	-41	-3	101	88
O=C1c2ccccc2C2=Nc3ccccc3SC(c3ccccc3F)C12 (centres undefined)	6	-4	-4.0	-15	3	-2	-45	-14	5	11
O=C1CCCc2c1cc(-c1ccccc1)n2-c1ccc(O)cc1	12	4	-2.8	3	5	0	-42	x	66	59
CCOC(=O)Cc1c(C)nc2c(C#N)c[nH]n2c1=O	3	7	-0.1	-2	9	x	-40	-55	102	116
Cc1ccc(O)c(CNn2cnnc2)c1	15	4	-4.2	x	5	x	-30	11	90	105
Cc1cc(C)nc(-n2nc(C)c(Br)c2Nc2ccc(Br)cc2)n1	11	8	-4.2	-7	-2	-1	-46	24	71	79
CCCSc1nnc(-c2cnn(-c3ccccc3)c2-n2cccc2)n1C	3	-3	-3.3	-2	-6	1	-22	19	79	93
NS(=O)(=O)c1ccc(N2N=C(c3ccccc3)CC2c2cccc(F)c2)cc1 (centres undefined)	23	8	-3.6	7	-11	-10	-18	x	55	63
O=C(Cc1cccc2ccccc12)NCCC1=CCCCC1	5	1	-2.0	10	0	x	-41	x	81	85
COc1cc(C2SCC(=O)N2c2nnc(C34CC5CC(CC(C5)C3)C4)s2)cc(OC)c1OC (centres undefined)	3	1	1.0	-8	4	-1	-21	-9	82	87
O=C(N/N=C/c1ccc(Cl)cc1Cl)C1CCN(c2ncc(C(F)(F)F)cc2Cl)CC1	3	-1	-7.1	19	0	x	-35	5	91	108
COc1ccc(Nc2cccccc2=O)cc1	6	1	-0.6	-12	7	x	-26	30	103	101

Gathered by group, those above with a furan ring, fused or not (two)
SMILES	Measles CPE	NPY Y2 blocker	MRP-1 activ	Yeast lifespan up	GALR2 antag	Phagocytosis inh	Yeast growth inh	E-sel TNF inh	HCT116 PTEN-null	HCT116 bCat-KO
CCOC(=O)c1c(C)c(C(=O)N2CCN(C(=O)c3ccco3)CC2)c(C)n1C	14	2	-2.8	-26	2	x	1	x	108	90
Oc1oc(-c2ccco2)nc1C=Nc1cccc(Cl)c1	10	4	-0.7	-13	2	0	4	-26	99	97

Continuation:
SMILES	Measles CPE	NPY Y2 blocker	MRP-1 activ	Yeast lifespan up	GALR2 antag	Phagocytosis inh	Yeast growth inh	E-sel TNF inh	HCT116 PTEN-null	HCT116 bCat-KO
CCOC(=O)CSc1nc2ccccc2c(=O)n1CCCCCC(=O)NCc1ccco1	4	8	-1.6	5	-31	-3	-75	x	89	77
CN1CCN(/N=C/c2cccc(Cl)c2Cl)CC1	6	2	0.1	30*	-19	-12	-40	x	85	92
O=c1cc(CN2CCN(C/C=C/c3ccccc3)CC2)c2cc(O)ccc2o1	10	4	-2.6	-6	-8	2	-10	-9	31	14
Cc1nn(C)cc1NC(=O)Cn1nc(C(F)(F)F)cc1C1CC1	13	3	1.1	2	-1	-2	-36	x	93	83
CCn1nccc1C(=O)Nc1nccs1	11	0	-3.0	-17	-9	0	-8	-4	101	98
O=C(Nc1ccc(Oc2cccc3ccccc23)cc1)c1ccco1	8	5	0.3	-20	-3	1	-27	7	77	73
CCc1cc(=O)oc2cc(OCC=C(C)C)ccc12	9	4	4.0	-8	-3	-4	5	x	91	87
COc1ccc(Nc2ccc(N3C(=O)CCCC3=O)cc2[N+](=O)[O-])c(OC)c1	4	2	-2.0	-3	-10	0	-29	6	90	100
O=C(Nc1cccc(F)c1)c1ccc(-c2ccccc2Cl)o1	9	7	-0.9	-7	7	x	-21	x	70	75
N=C1C(c2nc(-c3ccc(F)cc3)cs2)=C(O)CN1Cc1ccc(Cl)cc1	14	0	0.4	-8	-6	-1	-30	-19	107	96
COC(=O)c1ccc(Cn2nc(C)c(Cl)c2C)o1	11	1	-0.3	-7	-1	x	-22	-14	109	105
Cc1cccc(NC(=O)CCC(=O)OCC(=O)c2ccc(Oc3ccc([N+](=O)[O-])cc3)cc2)c1	18	-1	0.5	18	10	-6	-34	x	95	82
COc1ccc(Cn2c(SCC(=O)NCc3ccco3)nc3ccsc3c2=O)cc1	4	6	-2.9	-5	8	0	-23	x	87	83
O=C(COc1ccc(S(=O)(=O)NC2CCCCC2)cc1)NCCC1=CCCCC1	11	-1	-1.1	x	-12	x	-39	5	93	101
O=[N+]([O-])c1ccccc1S(=O)(=O)n1nnc2ccccc21	27	2	1.2	1	3	x	2	x	90	90
O=C(O)c1nc(N2CCCCC2)ncc1Cl	11	3	-1.8	0	-3	-1	-21	-37	100	88
Clc1ccc(CNc2ccc(CNc3ncn[nH]3)cc2)cc1	8	0	-1.6	1	-1	-3	-8	17	87	80
CCC(Oc1ccccc1)C(=O)N1CC(C)CC(C)C1 (centres undefined)	7	0	-3.0	-8	2	-1	-13	-6	94	94
CCC(=O)Nc1ccc(S(=O)(=O)Nc2ccc(Cl)nn2)cc1	4	-2	0.1	-2	-3	-1	-18	x	91	90
C/C(=N/Nc1ccc(F)cc1)c1ccc(Cl)s1	8	-1	-2.1	-3	25	-1	11	x	92	89
Cc1cccc(N(CC(=O)N2CCCC2)S(=O)(=O)c2ccccc2)c1	3	0	-0.3	14	6	-1	-59	x	89	99
C#CCOC(=O)c1ccc(-n2cncn2)nc1	29	2	0.2	-18	3	0	-34	1	99	86
C=CCn1c(NCc2cc(C)ccc2O)nc2ccccc21	10	2	-0.3	-16	9	0	2	x	70	76
CSc1ccc(C2Nc3ccccc3-c3cc(C)nn32)cc1 (centres undefined)	14	2	-3.2	-5	9	0	-10	3	86	94
O=C(CSCC(=O)NC1CCCC1)Nc1ccccc1	24	5	-0.8	0	-11	1	-12	x	91	90
Cc1nc2ncnn2c(C)c1CCC(=O)Oc1ccccc1	9	2	-1.0	-1	2	0	-12	4	104	91
CCOc1cc(C)c(S(=O)(=O)Nc2ccc(F)cc2)cc1C	7	-2	-3.6	-18	-8	0	-20	14	48	50
CCC(C)NC(=O)C1c2ccccc2C(=O)N1Cc1cc(OC)ccc1OC (centres undefined)	25	-1	-2.0	-15	-5	-3	5	3	102	95
CCOC(=O)c1c(CSc2ccc(C)cc2)oc2ccc(O)cc12	5	6	-3.7	-3	-6	-7	-27	x	70	78
O=C(NCCc1ccccc1)C1CCN(S(=O)(=O)c2cccc3nsnc23)CC1	49*	2	-0.1	-7	-21	-2	-40	x	107	100
Cc1ccccc1OCC(O)Cn1c(NCCN(C)C)nc2c1c(=O)n(C)c(=O)n2C (centres undefined)	3	2	-0.7	-13	3	0	-26	5	84	84
COc1ccc2oc(=O)c(C(=O)N3CCc4ccccc43)cc2c1	5	1	-0.7	-5	-1	0	-32	-18	84	95
CCOC(=O)C(Cc1ccccc1)C(=O)Nc1ccccc1C (centres undefined)	13	1	-1.3	-6	-4	1	-22	-59	103	91
